Yeast superoxide: yeast age-related superoxide inhibition as caloric restriction mimetic; S. cerevisiae aged cells, superoxide DHE fluorescence; hits give low values; superoxide response (% of plate mean), % at 10 µM; actives 0.18% (n = 330,000);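 active = superoxide response under a set limit, about three screen SD below normal, cut at about 65% in these data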;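 note: yeast aged for seven days with compound at 30 °C before DHE staining; 100% = average MFI of all compound-treated wells on the plate with controls excluded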
CIT2 TOR yeast: yeast TOR pathway CIT2-GFP modulation; S. cerevisiae CIT2-GFP strain, flow cytometry, 3 h; 100 means same as DMSO wells; GFP response vs DMSO, % at 10 µM; actives 0.065% (n = 320,000); AID 2029;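 active = GFP response relative to DMSO above a set limit, near the screen mean plus 3 SD, cut at about 150% in these data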;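 note: ratio of well median GFP fluorescence to mean of DMSO wells on the plate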
AHR activator: activates the human aryl hydrocarbon receptor. AHR-responsive luciferase reporter cells, luminescence. AID 2796. P35869. activation, % at 5 µM. actives 2.5% (n = 320,000); in the data active = activation above about 47%;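 note: 0% = vehicle wells and 100% = reference agonist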
Target sequence (P35869 whole entry, looked up): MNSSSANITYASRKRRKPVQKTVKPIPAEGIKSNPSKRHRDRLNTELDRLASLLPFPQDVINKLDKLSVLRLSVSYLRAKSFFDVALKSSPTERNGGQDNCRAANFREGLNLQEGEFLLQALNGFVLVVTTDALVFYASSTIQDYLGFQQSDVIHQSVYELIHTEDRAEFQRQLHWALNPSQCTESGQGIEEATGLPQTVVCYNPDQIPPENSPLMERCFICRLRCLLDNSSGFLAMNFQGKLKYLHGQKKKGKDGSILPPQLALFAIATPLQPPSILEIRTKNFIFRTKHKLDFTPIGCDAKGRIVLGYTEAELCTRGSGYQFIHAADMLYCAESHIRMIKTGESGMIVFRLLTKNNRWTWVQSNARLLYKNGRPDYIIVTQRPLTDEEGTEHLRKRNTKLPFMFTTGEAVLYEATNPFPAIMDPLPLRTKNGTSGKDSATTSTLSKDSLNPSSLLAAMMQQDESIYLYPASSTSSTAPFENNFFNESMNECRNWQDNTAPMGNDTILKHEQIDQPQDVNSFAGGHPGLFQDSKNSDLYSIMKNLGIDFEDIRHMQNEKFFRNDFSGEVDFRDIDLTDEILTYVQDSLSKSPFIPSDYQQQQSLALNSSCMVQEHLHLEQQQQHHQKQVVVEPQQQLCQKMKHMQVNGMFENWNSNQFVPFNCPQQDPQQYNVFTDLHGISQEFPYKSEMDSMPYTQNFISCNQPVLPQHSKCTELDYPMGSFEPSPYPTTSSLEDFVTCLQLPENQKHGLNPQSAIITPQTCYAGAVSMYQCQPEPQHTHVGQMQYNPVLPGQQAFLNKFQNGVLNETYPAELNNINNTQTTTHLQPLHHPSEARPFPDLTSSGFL
RPL19A TOR yeast: modulators of TOR pathway RPL19A-GFP in S. cerevisiae | actives 0.3% (n = 330,000) | S. cerevisiae RPL19A-GFP strain, flow cytometry, 3 h; hits give low values | percent response vs DMSO, % at 10 µM;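 active = percent response vs DMSO below 50%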;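 note: median channel GFP fluorescence of the barcoded RPL19A-GFP strain; ratio of sample median GFP to plate DMSO average so 100% = DMSO; lower means less RPL19A-GFP as with rapamycin TOR inhibition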
LAP4 TOR yeast: modulators of TOR pathway LAP4-GFP in S. cerevisiae; S. cerevisiae LAP4-GFP multiplex, flow cytometry GFP, 3 h; median GFP as percent of DMSO wells; GFP response vs DMSO, % at 10 µM; actives 0.34% (n = 320,000);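 active = GFP response vs DMSO above a set limit, about the screen mean plus 3 SD, cut at about 150% in these data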
MEP2-GFP yeast: alters MEP2-GFP fluorescence in TOR pathway yeast screen; S. cerevisiae MEP2-GFP strain, flow cytometry GFP, 3 h; 100% = DMSO control level; AID 2016; GFP response vs DMSO, % at 10 µM; actives 0.51% (n = 330,000);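 active = GFP response versus DMSO above a set limit, roughly screen mean plus 3 SD, cut at about 180% in these data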;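 note: median GFP fluorescence of the barcode-gated MEP2-GFP cells per well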
Efflux pump inh: inhibitors of Candida antifungal efflux pumps expressed in yeast | S. cerevisiae Candida pump triplex, Nile Red efflux | inhibition, % at 10 µM | actives 0.44% (n = 330,000);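 active = plate passing quality check with inhibition over a set limit, or well fluorescence over plate mean plus 4 SD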;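 note: Nile Red retained in pooled yeast measured as flow cytometry median fluorescence; 0% = buffer negative control and 100% = Enniatin B positive control; higher means more Nile Red kept so more efflux inhibition; some compounds called inactive have numbers as strong as hits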
AGP1-GFP MLPCN: modulators of TOR pathway AGP1-GFP in S. cerevisiae; AID 2066; GFP response vs DMSO, % at 10 µM; actives 0.02% (n = 320,000); S. cerevisiae AGP1-GFP multiplex flow cytometry, 3 h; GFP as percent of DMSO wells;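 active = GFP response relative to DMSO above a set limit, near screen average plus 3 SD, cut at about 150% in these data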;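 note: median GFP channel fluorescence of the gated AGP1 strain per well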
* = called active by the depositor; · = not tested or not shown.

SMILES	Yeast superoxide	CIT2 TOR yeast	AHR activator	RPL19A TOR yeast	LAP4 TOR yeast	MEP2-GFP yeast	Efflux pump inh	AGP1-GFP MLPCN
COc1ccc(C(=O)CC2SC(N)=NC2=O)cc1 (stereo not drawn)	116.8	94.8	4.4	98.2	107.3	105.0	0.2	106.3
COc1ccc(C(C)=O)cc1CSc1nc2ccccc2o1	101.1	98.4	5.3	100.1	124.7	112.2	0.1	101.5
CCOCCOC(=O)c1[nH]c2c(c1C)C(=O)CC(c1cc(OC)c(OC)c(OC)c1)C2 (stereo not drawn)	97.1	78.2	1.7	105.0	104.8	105.6	0.1	77.8
Cc1cccn2cc(-c3cccc(S(=O)(=O)N4CCCCC4)c3)nc12	101.5	100.9	7.0	105.7	93.5	93.9	0.1	105.9
O=C(CSc1nnnn1Cc1ccccc1)Nc1cccc(F)c1	109.9	106.0	11.7	105.1	96.7	106.6	0.1	103.4
Cn1c(=O)[nH]c(=O)c2c1nc(Br)n2C/C=N/NC(N)=S	94.3	95.9	0.9	99.1	93.0	86.9	-0.1	105.0
Cc1cc(NC(=O)C2CC(c3cccc(Br)c3)=NO2)no1 (stereo not drawn)	112.5	92.2	3.4	97.3	96.6	101.0	0.1	94.5
COc1ccc(C2CC(c3ccc(OC)cc3)n3nc(NC(=O)c4ccco4)nc3N2)cc1 (stereo not drawn)	115.3	97.3	-6.2	97.6	98.1	91.2	0.3	97.5
COc1ccc(CCNC(=O)/C=C/C(=O)O)cc1	103.4	91.1	1.0	101.9	101.2	87.6	0.0	103.9
CCC(CC)NC(=O)c1nn(Cc2ccccc2)c(=O)c2ccccc12	105.2	98.9	-1.7	103.5	103.5	104.3	-0.2	106.8
CCOc1ccc(S(=O)(=O)N2CCC(C(=O)NCc3cccnc3)CC2)cc1C	103.1	100.8	-0.1	99.0	102.5	97.9	-0.1	102.1
CCCCCn1c(S(=O)(=O)O)nc2ccccc21	100.3	95.1	-0.1	100.1	99.0	104.8	0.1	100.7
CN(Cc1cnccn1)C(=O)CC1C(=O)NCCN1Cc1ccc(F)cc1Cl (stereo not drawn)	96.2	100.9	-3.5	101.4	95.6	104.0	0.1	98.4
CCN(C(=O)C1=COCCO1)c1nc2c(C)cccc2s1	100.1	97.9	0.3	103.1	105.7	110.4	0.2	97.5
Cc1ccc(CCNC(=O)c2cc(S(=O)(=O)N3CCCCC3)c[nH]2)cc1	105.7	99.5	3.4	96.2	92.1	94.7	0.7	95.2
Cc1c(NC(=O)c2ccc(-c3ccccc3)cc2)cccc1C(=O)O	109.8	88.8	-5.1	98.0	133.1	100.9	-0.1	97.8
COc1cc(NS(=O)(=O)c2ccc(-c3ccc(=O)[nH]n3)o2)cc(OC)c1OC	117.5	103.0	0.2	104.3	110.9	99.9	-0.1	102.9
COc1ccccc1S(=O)Cc1ccc(C(=O)O)o1 (stereo not drawn)	121.5	99.2	-1.3	·	96.7	97.7	0.5	91.0
O=C1[C@H]2[C@H](C=CC[C@H]2C(=O)N2CCOCC2)CCN1Cc1ccc(Cl)c(Cl)c1	102.0	100.6	1.6	105.4	96.9	105.1	0.0	108.9
COc1ccc(CNC(=O)C(=O)NC2CCC(C)CC2)cc1 (stereo not drawn)	99.0	105.0	0.3	100.8	104.2	101.8	-0.2	99.6
Cc1ccc(-c2c(C(=O)N/N=C/c3cccnc3)nnn2-c2nonc2N)cc1	100.1	104.7	13.9	102.6	105.6	104.2	-0.3	103.3
COc1ccc(-n2nc3c(c2NC(=O)c2cc(Br)ccc2Cl)CS(=O)C3)cc1 (stereo not drawn)	91.7	99.1	11.3	97.4	103.9	86.8	-0.1	97.3
O=C(NC(CSSCC(NC(=O)c1ccccc1)C(=O)O)C(=O)O)c1ccccc1 (stereo not drawn)	80.3	108.4	0.7	104.1	104.5	109.4	-0.2	109.9
Cc1c(C(=O)N2CCCC2)oc2c1-c1nn(CC(=O)NCCCOC(C)C)cc1CC2	100.3	98.4	4.2	98.3	95.1	98.2	0.3	102.5
N/C(=N\OC(=O)c1cccnc1)c1ccc(Cl)cc1Cl	104.5	106.9	-4.3	106.7	103.3	109.1	-0.1	96.4

More entries
SMILES	Yeast superoxide	CIT2 TOR yeast	AHR activator	RPL19A TOR yeast	LAP4 TOR yeast	MEP2-GFP yeast	Efflux pump inh	AGP1-GFP MLPCN
CCOc1cc(C(=O)OCC(=O)Nc2ccc(SC(F)F)cc2)cc(OCC)c1OCC	39.4*	106.3	2.8	105.3	101.7	110.3	0.3	96.5
O=C(COc1ccc(F)cc1F)N1CCCCCCC1	101.6	93.8	2.5	98.7	84.3	102.4	0.2	89.8
O=C(c1ccc(S(=O)(=O)NCc2ccco2)cc1)N1CCN(c2ccccc2)CC1	116.6	97.7	-1.1	100.3	102.2	96.1	-0.4	103.3
O=C(NCc1ccco1)c1ccc(COCC(F)(F)F)cc1	100.2	109.7	-3.4	98.2	102.6	99.3	-0.2	98.4
COc1ccc(NS(=O)(=O)c2cccc(C(=O)N/N=C/c3ccccn3)c2)cc1	102.3	91.1	7.7	97.1	89.1	92.5	0.3	91.6
O=C1c2cccc([N+](=O)[O-])c2C(=O)N1c1ccccc1	134.4	103.6	-0.9	97.6	88.3	90.2	0.0	98.4
Cc1c(Br)cc(C(=O)NCCCN2CCOCC2)c(C)c1C	89.9	103.9	0.6	95.1	101.8	104.7	-0.1	99.8
COc1ccc(/C=C/C(=O)Nc2ccc(C)cc2)cc1S(=O)(=O)N1CCOCC1	98.9	108.9	5.8	107.6	103.9	102.9	0.0	108.9
CCc1ccc(C(=O)Nc2cccnc2Oc2ccc(Cl)cc2)cc1	105.8	112.6	4.3	103.2	127.3	110.3	-0.2	119.5
COc1ccc(C2C(C#N)=C(C)NC(C)=C2C#N)c(OC)c1	117.6	95.3	-0.7	91.1	102.3	93.1	0.1	99.4
Cc1cccc(C2c3[nH]c4ccccc4c3CCN2C(=O)Cc2n[nH]c(C)n2)n1 (stereo not drawn)	103.2	95.5	8.1	97.4	103.4	99.8	-0.1	101.0
Cc1ccc(S(=O)(=O)/N=C(/c2ccccc2)N(C)c2ccc(O)cc2)cc1	108.2	102.0	0.7	104.5	95.5	100.3	0.0	104.7
Nc1ccc(C(=O)OCC(=O)NC2CCCc3ccccc32)cc1[N+](=O)[O-] (stereo not drawn)	95.7	91.3	2.2	97.2	102.8	104.9	0.1	97.5
Cc1nc2cc(Cl)c(Cl)cc2nc1C	99.5	100.5	14.5	106.5	99.8	100.2	-0.2	108.2
O=C(CN1C(=O)C2C3C=CC(C3)C2C1=O)OCC(=O)c1ccc(Cl)c([N+](=O)[O-])c1 (stereo not drawn)	101.9	97.5	26.1	99.7	111.3	109.0	0.2	96.4
c1ccc(-c2cc3ccccc3[nH]2)cc1	89.2	114.8	50.3*	107.8	102.6	97.3	-0.1	97.0
COc1ccc2nc(NC(=O)CSc3nccc(C)n3)sc2c1	102.8	108.6	-0.1	99.8	111.5	105.3	-0.2	106.5
S=C(Nc1ccc(Cl)cc1)NC1CCN(Cc2ccccc2)CC1	100.2	95.9	3.1	100.8	102.7	107.4	-0.1	104.2
COc1ccc(N2C(=O)CSC2c2ccc(F)cc2)cc1 (stereo not drawn)	109.6	100.1	0.1	103.6	118.9	117.0	0.1	99.8
CCN(CCO)c1ncnc2c1sc1nc(CC(C)C)c3c(c12)CC(C)(C)OC3	93.7	96.2	0.3	98.9	91.1	104.5	-0.2	104.3
Cc1ccc(C(CCN)c2ccco2)cc1 (stereo not drawn)	98.8	110.0	3.8	103.9	100.5	102.5	-0.3	102.9
Cc1ccc(O)c(NC(=O)c2onc(C)c2Cl)c1	94.1	89.2	72.2*	91.0	104.0	111.9	0.2	81.0
CCOC(=O)CN(C(=O)c1ccccc1)c1ccccc1C	105.6	108.1	-1.0	97.4	98.5	101.6	-0.1	105.2
COc1ccc(/C=C2\SC(=O)N(CCCC(=O)Nc3ccc(C(=O)O)cc3)C2=O)cc1OC	96.7	106.8	-12.9	108.3	100.2	108.5	3.5	102.0
CCOC(=O)N1CCN(S(=O)(=O)c2cccs2)CC1	110.5	88.3	2.5	96.2	103.3	99.0	0.1	93.2

The final 2 compounds of the section before lead into the next:
SMILES	Yeast superoxide	CIT2 TOR yeast	AHR activator	RPL19A TOR yeast	LAP4 TOR yeast	MEP2-GFP yeast	Efflux pump inh	AGP1-GFP MLPCN
COc1ccc(/C=C2\SC(=O)N(CCCC(=O)Nc3ccc(C(=O)O)cc3)C2=O)cc1OC	96.7	106.8	-12.9	108.3	100.2	108.5	3.5	102.0
CCOC(=O)N1CCN(S(=O)(=O)c2cccs2)CC1	110.5	88.3	2.5	96.2	103.3	99.0	0.1	93.2
COC(=O)CC(N)c1ccc(OC)c2ccccc12 (stereo not drawn)	101.1	88.5	3.7	92.7	95.6	91.3	0.1	·
CCCN1CNC(=S)N(c2ccc(C)cc2C)C1	83.6	89.3	-0.3	96.3	113.2	96.5	0.1	105.0
CS(=O)(=O)Nc1ccc(C(=O)NC2CCCC2)cc1	98.1	89.3	1.4	98.5	94.3	96.9	0.1	99.1
Cc1ccc(Nc2nc(NCCCN3CCOCC3)nc(N)c2[N+](=O)[O-])cc1C	97.5	103.9	2.6	103.0	98.9	99.2	-1.2	100.2
O=C(OCC(=O)N1CCOCC1)c1ccc(Cl)c(S(=O)(=O)N2CCc3ccccc32)c1	98.7	107.6	0.9	100.2	92.2	102.2	-0.3	102.7
Cc1cc(C)n(-c2ccccc2C#N)n1	107.0	100.9	-0.4	96.2	101.8	94.3	-0.1	97.5

Among those listed so far, ten contain a Cl atom:
SMILES	Yeast superoxide	CIT2 TOR yeast	AHR activator	RPL19A TOR yeast	LAP4 TOR yeast	MEP2-GFP yeast	Efflux pump inh	AGP1-GFP MLPCN
CN(Cc1cnccn1)C(=O)CC1C(=O)NCCN1Cc1ccc(F)cc1Cl (stereo not drawn)	96.2	100.9	-3.5	101.4	95.6	104.0	0.1	98.4
O=C1[C@H]2[C@H](C=CC[C@H]2C(=O)N2CCOCC2)CCN1Cc1ccc(Cl)c(Cl)c1	102.0	100.6	1.6	105.4	96.9	105.1	0.0	108.9
COc1ccc(-n2nc3c(c2NC(=O)c2cc(Br)ccc2Cl)CS(=O)C3)cc1 (stereo not drawn)	91.7	99.1	11.3	97.4	103.9	86.8	-0.1	97.3
N/C(=N\OC(=O)c1cccnc1)c1ccc(Cl)cc1Cl	104.5	106.9	-4.3	106.7	103.3	109.1	-0.1	96.4
CCc1ccc(C(=O)Nc2cccnc2Oc2ccc(Cl)cc2)cc1	105.8	112.6	4.3	103.2	127.3	110.3	-0.2	119.5
Cc1nc2cc(Cl)c(Cl)cc2nc1C	99.5	100.5	14.5	106.5	99.8	100.2	-0.2	108.2
O=C(CN1C(=O)C2C3C=CC(C3)C2C1=O)OCC(=O)c1ccc(Cl)c([N+](=O)[O-])c1 (stereo not drawn)	101.9	97.5	26.1	99.7	111.3	109.0	0.2	96.4
S=C(Nc1ccc(Cl)cc1)NC1CCN(Cc2ccccc2)CC1	100.2	95.9	3.1	100.8	102.7	107.4	-0.1	104.2
Cc1ccc(O)c(NC(=O)c2onc(C)c2Cl)c1	94.1	89.2	72.2*	91.0	104.0	111.9	0.2	81.0
O=C(OCC(=O)N1CCOCC1)c1ccc(Cl)c(S(=O)(=O)N2CCc3ccccc32)c1	98.7	107.6	0.9	100.2	92.2	102.2	-0.3	102.7

Compound activity deposited in PubChem by several laboratories.
